From PubChem
Nrf2 inh – blocks Nrf2 signaling. A549 ARE-Fluc reporter, luciferase luminescence, 18-24 h. AID 504444. actives 2.1% (n = 360,000). Potency, µM (top dose mostly 46 µM), without a hit: at the top dose activity change, negative = inhibition, hits mostly inhibitors; further: on the % scale 0 is the no-effect control and ±100 the full control effect; nearly all actives have a fitted effect of over 60% in size
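Concentration-response testing used A549 ARE_Fluc cells at 5000 cells/well. Following an 18-24 h compound incubation, viability was read by fluorescence (Ex 405/Em 525) and luciferase output by luminescence.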
ATXN viability – cell viability loss in ATXN counter-screen; AID 651635; Potency, µM (titrated, usually from 56.7 µM), actives largely listed as cytotoxic; S2 cells (HEK-293 line with an ATXN2-luciferase reporter) viability, CellTiter-Fluor protease fluorescence, 24 h; actives 0.49% (n = 400,000); further: nearly all actives have a fitted effect of over 40% in size
TGFb inhibitor – blocks TGF-b signaling. Potency, µM (doses to about 46.1 µM), inactives show at the top dose activity, negative = inhibition, hits mostly inhibitors. HepG2 CAGA-GFP TGF-b/SMAD3 reporter, GFP fluorescence, 18 h; TGF-beta stimulated, 500 pg/mL final. actives 1.2% (n = 410,000); further: on the % scale 0 is the no-effect control and ±100 the full control effect; nearly all actives have a fitted effect of over 65% in size
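First, reporter cells (HEPG2 CAGA-GFP) rested 2 h at 37 degrees C. Next, compounds were pinned in and TGF-beta added to 500 pg/mL final. After 18 h, GFP was imaged per cell and summed per well.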
HepG2 tox – HepG2 cytotoxicity, counter-screen for TGF-b inhibitors; HepG2 CAGA-GFP viability, ATP luminescence, 18 h; actives 0.76% (n = 410,000); Potency, µM (doses to about 46.1 µM), inactives show top-dose activity change, negative = cytotoxicity, most hits filed as cytotoxic; further: some results filed as inactive show a strong effect at the top dose
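CellTiter-Glo luminescence gave cytotoxicity after 18 hours at 37 degrees C. The cells were HepG2 CAGA-GFP in 1% FBS DMEM, stimulated with 500 pg/mL TGF-beta after compound addition. %Activity was normalised to no-cell wells (complete cell-killing) and DMSO (no toxicity), and curves were fitted and classified.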
A549 viability – counter-screen for Nrf2 inhibitors: cytotoxicity in A549 cells; Potency, µM (highest dose often 46 µM), for inactives: top-dose activity change, negative = cytotoxicity, hits mostly inhibitors; actives 0.16% (n = 390,000); A549 ARE-Fluc cells, CellTiter-Fluor viability, 18-24 h; further: on the % scale 0 is the no-effect control and ±100 the full control effect
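A549 ARE-Fluc cells in 5% FBS OPTI-MEM, 5000 cells/well, rested 2 h then exposed to compounds in concentration-response for 18-24 h at 37 °C. Viability by CellTiter-Fluor fluorescence (Ex 405/Em 525) after 30 min; luciferase luminescence (BugLite, 15 min, RT) read afterwards.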
Nrf2 activator – activators of Nrf2 (ARE) signaling | AREc32 ARE-luciferase reporter (MCF7-derived line), luminescence, 24 h | Potency, µM (top dose mostly 46.1 µM), for the others: at the top dose activation, actives largely listed as activators | actives 0.31% (n = 410,000); further: % of control where 0% means no effect; nearly all actives have a fitted effect of over 65% in size
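Nrf2 activation is followed as ARE-luciferase induction in the AREc32 line after one day of compound treatment; luminescence is read with Steady-Glo.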
EPAC2 antag – blocks human EPAC2 exchange factor; Potency, µM (doses to about 114 µM), for the others: at the highest dose activity, negative = inhibition, hits mostly inhibitors; actives 0.18% (n = 360,000); EPAC2 GEF exchange of Rap1B-BODIPY-GDP, fluorescence; Q8WZA2; AID 720708; further: on the % scale 0 is the no-effect control and ±100 the full control effect; nearly all actives have a fitted effect of over 45% in size; many of its hits are not listed in these tables
Target sequence (Q8WZA2 whole entry, looked up): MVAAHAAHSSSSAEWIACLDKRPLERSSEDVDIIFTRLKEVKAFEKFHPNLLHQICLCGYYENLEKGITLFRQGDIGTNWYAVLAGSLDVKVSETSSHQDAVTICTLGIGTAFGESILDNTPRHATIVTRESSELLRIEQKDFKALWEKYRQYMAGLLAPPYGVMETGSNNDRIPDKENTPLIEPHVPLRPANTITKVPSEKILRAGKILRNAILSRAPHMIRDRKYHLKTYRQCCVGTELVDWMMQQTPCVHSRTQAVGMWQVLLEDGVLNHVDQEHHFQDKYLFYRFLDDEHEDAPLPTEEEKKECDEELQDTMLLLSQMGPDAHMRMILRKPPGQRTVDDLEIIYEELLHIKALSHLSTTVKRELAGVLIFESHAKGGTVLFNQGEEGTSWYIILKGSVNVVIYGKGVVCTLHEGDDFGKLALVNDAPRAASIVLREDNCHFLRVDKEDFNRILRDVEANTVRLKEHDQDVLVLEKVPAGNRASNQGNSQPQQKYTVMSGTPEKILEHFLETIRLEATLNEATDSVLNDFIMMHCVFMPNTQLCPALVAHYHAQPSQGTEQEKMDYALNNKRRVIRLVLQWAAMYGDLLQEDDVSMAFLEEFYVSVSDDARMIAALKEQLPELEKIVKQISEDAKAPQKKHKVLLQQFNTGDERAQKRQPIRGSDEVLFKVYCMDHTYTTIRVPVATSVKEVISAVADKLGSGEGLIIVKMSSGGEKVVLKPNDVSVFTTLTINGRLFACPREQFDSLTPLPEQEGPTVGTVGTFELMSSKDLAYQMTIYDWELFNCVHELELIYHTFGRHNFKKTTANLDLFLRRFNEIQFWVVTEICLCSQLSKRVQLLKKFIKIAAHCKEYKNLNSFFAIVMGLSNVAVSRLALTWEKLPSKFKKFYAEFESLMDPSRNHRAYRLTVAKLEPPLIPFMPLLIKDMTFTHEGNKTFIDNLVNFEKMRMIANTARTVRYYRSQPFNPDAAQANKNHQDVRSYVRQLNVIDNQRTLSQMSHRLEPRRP
MCF10A rerep – induces DNA re-replication in MCF 10a normal breast cells. MCF 10A DNA re-replication, Hoechst nuclear intensity, 48 h. Potency, µM (doses to about 46.1 µM), for inactives: at the highest dose activity, positive = re-replication, usual class: activators. actives 2.9% (n = 350,000); further: % of control where 0% means no effect; nearly all actives have a fitted effect of over 50% in size
ATXN2 expr inh – ATXN2 expression inhibition. actives 0.72% (n = 360,000). HEK-293 ATXN2-luciferase reporter, luminescence, 24 h. Potency, µM (doses to about 57 µM), for the others: at the top dose activity change, negative = inhibition, hits mostly inhibitors. AID 1745845; further: on the % scale 0 is the no-effect control and ±100 the full control effect; nearly all actives have a fitted effect of over 55% in size
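qHTS (up to 57 uM final) was run with 24 h compound exposure of reporter cells at 37 °C. Each well was multiplexed: SteadyGlo luminescence measured ATXN2-luciferase expression after a fluorogenic Gly-Phe-AFC viability readout (25 uM final).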
Active calls of the source: *; i = inactive; ? = inconclusive; . = no result given; & = joins results of further samples; [ ] = another dose, or the depositor's remark. The call rests on the fitted dose curve; in most records, active means well fitted curve in the direction sought with a large enough effect; inconclusive means small, poorly fitted or top-dose-only effect, or another doubt; inactive means no such curve, though single readings can be large; an effect the other way counts as inactive or inconclusive. Potency means the concentration at half of the fitted maximal effect.

SMILES	Nrf2 inh	ATXN viability	TGFb inhibitor	HepG2 tox	A549 viability	Nrf2 activator	EPAC2 antag	MCF10A rerep	ATXN2 expr inh
O=C(O)CCNS(=O)(=O)c1cccc(Br)c1	5.4%	i	14.9%	16.2%	1.5%	0.3%	-0.6%	-4.6%	.
O=C1c2ccccc2-c2cccc(C(=O)N3CCCCCC3)c21	4.4%	i	11.5%	-5.6%	11.2%	6.2%	-10.0%	?	-8.6%
COC(=O)C[C@@H]1C[C@@H]2c3cc(NS(=O)(=O)c4ccc(F)cc4)ccc3O[C@@H]2[C@@H](CO)O1	.	i	5.9%	9.5%	.	0.1%	-0.1%	.	9.3%
O=C(Nc1c2c(nn1-c1ccccc1)CS(=O)(=O)C2)C1CCCC1	?	i	-1.1%	0.0%	4.8%	0.2%	-10.1%	?	-9.2%
COc1ccc(NC2CCCN(C(=O)CCc3ccccc3F)C2)cc1 (configuration not stated)	0.0%	i	1.4%	-0.3%	12.5%	0.3%	-1.8%	-0.8%	12.8%
CCOc1ccc(NC(=O)N2CCN(S(=O)(=O)c3ccc4c(ccn4C)c3)CC2)cc1	.	i	0.8%	-13.7%	-1.6%	0.0%	.	.	-6.1%
CCOc1ncnc2c1oc1nc(CC(C)C)c3c(c12)CC(C)(C)OC3	-10.6%	?	-10.8%	-11.9%	-8.5%	-0.2%	8.3%	1.5%	-2.3%
C[C@H]1CN(S(=O)C(C)(C)C)[C@H](CCO)/C1=C\c1ccccc1 (some centres not stated)	-18.6%	i	-9.2%	-12.6%	3.3%	1.1%	17.0%	-1.7%	-4.3%
CC(NC(=O)c1ccccc1F)C1CC1 (configuration not stated)	?	i	4.3%	2.4%	0.1%	0.4%	13.3%	0.2%	3.2%
Cc1cc2oc(=O)cc(CN(C)Cc3ccccc3)c2cc1C(C)C	1.5%	i	-13.9%	5.9%	11.5%	0.0%	?	14.6µM*	-3.2%
CC1CCCCC1NC(=O)CSc1nnc(CC(=O)Nc2ccccc2F)n1C (configuration not stated)	-2.4%	i	17.6%	0.1%	3.5%	-0.8%	0.6%	-8.0%	1.3%
CCC1Oc2ccc(C)cc2N(CC(=O)N2CCN(c3ccc(F)cc3)CC2)C1=O (configuration not stated)	-0.9%	?	?	-16.9%	-12.4%	-0.1%	7.2%	7.7%	-13.2%

A section from further up, for reference:
SMILES	Nrf2 inh	ATXN viability	TGFb inhibitor	HepG2 tox	A549 viability	Nrf2 activator	EPAC2 antag	MCF10A rerep	ATXN2 expr inh
C[C@H]1CN(S(=O)C(C)(C)C)[C@H](CCO)/C1=C\c1ccccc1 (some centres not stated)	-18.6%	i	-9.2%	-12.6%	3.3%	1.1%	17.0%	-1.7%	-4.3%
CC(NC(=O)c1ccccc1F)C1CC1 (configuration not stated)	?	i	4.3%	2.4%	0.1%	0.4%	13.3%	0.2%	3.2%
Cc1cc2oc(=O)cc(CN(C)Cc3ccccc3)c2cc1C(C)C	1.5%	i	-13.9%	5.9%	11.5%	0.0%	?	14.6µM*	-3.2%
CC1CCCCC1NC(=O)CSc1nnc(CC(=O)Nc2ccccc2F)n1C (configuration not stated)	-2.4%	i	17.6%	0.1%	3.5%	-0.8%	0.6%	-8.0%	1.3%
CCC1Oc2ccc(C)cc2N(CC(=O)N2CCN(c3ccc(F)cc3)CC2)C1=O (configuration not stated)	-0.9%	?	?	-16.9%	-12.4%	-0.1%	7.2%	7.7%	-13.2%

Carrying on.
SMILES	Nrf2 inh	ATXN viability	TGFb inhibitor	HepG2 tox	A549 viability	Nrf2 activator	EPAC2 antag	MCF10A rerep	ATXN2 expr inh
CN(C)c1nc(Nc2ccc(F)cc2)nc(Oc2ccc(F)cc2)n1	-16.3%	i	?	-20.9%	14.5%	9.2%	-2.7%	0.6%	.
Cc1ccccc1NC(=O)Cn1nnc2c(cnn2-c2ccc(F)cc2)c1=O	?	i	-12.8%	-31.4%	4.1%[1.84 µM]	-0.4%	-12.0%	-9.4%	-9.5%
O=C1C=C(O)CC(c2ccc(Cl)cc2)C1 (configuration not stated)	-0.4%	i	-3.6%	-0.9%	-0.1%	-1.0%	1.8%	-1.4%	3.8%
CCc1nc(N)c(C#N)c(-c2cccnc2)c1C	-2.8%	i	3.5%	-1.8%	.	-0.7%	1.9%	0.3%	15.8%
COc1nc(-c2ccc(Cl)cc2Cl)nc2ccccc12	1.7%	i	-4.5%	-20.4%	20.2%	1.3%[9.22 µM]	?	-3.6%	7.6%
O=c1oc2ccccc2c(Nc2cc3ccccc3cc2O)c1[N+](=O)[O-]	?	?	?	-17.4%	8.4%	13.4%	-25.2%	2.06µM*	-27.3%
COc1cccc(C(C)(O)c2nc(-c3ccc4ccccc4c3)cs2)c1 (configuration not stated)	.	i	?	-8.5%	.	3.3%	-8.9%	.	3.5%
Cc1ccc(C(C)C)c(OCC(=O)NN=C2CCCCCCC2)c1	16.1%	i	0.1%	-0.9%	8.0%	-0.4%	15.5%	?	?
CC(=O)N/C(=C/c1ccc2c(c1)OCO2)C(=O)NCCCO	-7.0%	i	?	-2.9%	-1.8%	-0.3%	-0.8%	15.3%	4.2%
COc1ccc(NC(=O)[C@@H]2CC=C[C@@H]3CCN(Cc4ccc(Cl)c(Cl)c4)C(=O)[C@@H]32)cc1	-15.8%	?	12.6µM*	-22.6%&8.6%	-0.7%	5.0%	-14.3%	-30.6%[inhibitor]	-21.0%
Cc1ccc(NC(=O)[C@H](C)NC(=O)C2CCN(C(=O)[C@@H](NC(=O)OC(C)(C)C)C(C)C)CC2)cc1	12.9%	i	-17.9%	-16.7%	-4.6%	-1.1%	-0.1%	-2.3%	-19.6%
CC(Sc1nnc(CN2CCCC2)n1Cc1ccccc1)C(=O)Nc1ccc(F)cc1 (configuration not stated)	-9.3%	i	0.2%	-19.6%	-4.4%	-0.5%	-8.0%	?	-6.4%
COC(=O)c1ccc(NC(=O)C(c2ccccc2)N2Cc3ccccc3C2=O)cc1 (configuration not stated)	10.8%	.	?	-17.7%	10.0%	0.4%	.	.	.
CCCCn1c(N)c(N(CC(C)C)C(=O)CCCc2nc3ccccc3c(=O)[nH]2)c(=O)[nH]c1=O	-11.0%	i	-2.4%	-11.0%	-1.2%	-0.5%	-3.0%	0.9%	-8.2%
COc1ccc(C(CNC(=O)c2cccc(Br)c2)N2CCCC2)cc1 (configuration not stated)	-23.6%	i	-7.3%	-17.4%	-14.2%	-0.7%	-0.1%	?	-19.7%
Cc1cc(C(=O)CSc2nnc(-c3ccc(Cl)cc3)n2CC2CCCO2)c(C)n1C (configuration not stated)	-14.4%	?	-6.1%	-12.1%	-7.7%	-0.3%	-3.4%	10.0%	-9.1%
O=C(NCc1ccc(OC(F)(F)F)cc1)C1CC(c2ccccc2[N+](=O)[O-])=NO1 (configuration not stated)	-3.6%	i	?	-20.2%	11.8%	6.3%	-16.7%	4.1%	7.7%
CC(=O)c1cccc(CN2CCN(Cc3ccc(C)cc3)C(CCO)C2)c1 (configuration not stated)	5.5%	i	-1.3%	-4.5%	-1.9%	-0.7%	7.1%	4.9%	2.0%
CN1CC(c2ccccc2Cl)C2(COc3ccccc3C2=O)C12C(=O)Nc1ccccc12 (configuration not stated)	20.6µM*	?	?	5.5%	-26.1%	-0.2%	-1.9%	?	-14.7%
CCN(CC(=O)Nc1ccc(OC)c(Cl)c1)CC(=O)NC(C)C	7.5%	i	-5.3%	-34.2%	-5.7%	0.2%	9.6%	0.4%	-12.1%
CC(C)(C)c1ccc2c(c1)N(CC(=O)O)C(=O)CO2	6.7%	i	-4.8%	-23.0%	4.8%	-0.1%	2.2%	3.9%	1.6%
CCOc1cc(NC(=O)C2CC2)c(OCC)cc1NC(=O)c1ccccc1OCC	-23.8%	i	35.9%[activator]	-9.2%	2.6%	-0.9%	0.7%	?	-19.4%
NC(=N\N=Cc1ccccc1)/C(N)=N/N=Cc1ccccc1	4.4%	i	2.1%	-0.2%	1.2%	3.9%	9.5%	-1.5%	18.9%
O=c1[nH]c(/C=C\c2ccc(O)c(O)c2)nc(O)c1[N+](=O)[O-]	-5.8%	?	-5.1%	-1.4%	?	0.1%	-12.1%	-31.5%[inhibitor]	-5.5%
COc1ccc(-c2ccc3c(c2)C2CC3CCN2Cc2ccc(OC(F)(F)F)cc2)cc1 (configuration not stated)	9.4%	i	-18.4%	-43.6%	1.0%	4.2%	4.5%	7.1%	-5.0%
CCNC(=S)N(CCc1ccc(OC)c(OC)c1)Cc1cc2cc(OC)ccc2[nH]c1=O	-4.3%	i	3.0%	-1.4%	-2.9%	4.1%	5.0%	9.7%	10.1%
COc1ccc(-c2nn(C)c(=O)[nH]2)cc1	?	i	-7.1%	4.2%	0.0%	-0.4%	-1.1%	-11.2%	.
CC(C)Nc1nc(NC(C)(C)C)nc(Oc2ccc(=O)n(-c3ccccc3)n2)n1	?	i	4.4%	-15.3%	-8.9%	3.6%	-1.2%[57.1 µM]	9.4%	-1.2%
COc1ccc(CN2CCNC(=O)C2CC(=O)N(C)CC2CCOCC2)cc1OC (configuration not stated)	3.1%	i	2.6%	-4.7%	-7.5%	-0.2%	1.6%	1.6%	.
Cc1ccc2c(c1)N(CCC(=O)NC1CC1)C(=O)C(C)O2 (configuration not stated)	15.8%	i	-17.4%	-21.2%	7.8%	0.0%	-2.6%	2.1%	-4.1%
Cc1ccc(NC(=O)COc2ncnc3sccc23)cc1S(=O)(=O)N(C)C	-9.4%	i	1.9%	2.1%	0.6%	3.2%	4.8%	?	-4.9%
Cc1ccc(C(=O)N2N=C(c3ccc(Br)cc3)CC2c2ccccc2O)cc1 (configuration not stated)	?	.	?	-109.0%	?	-1.5%	-0.4%	18.4µM*	?
CCC1CCCCN1C(=O)c1ccc2nc(Cc3ccc(OC)cc3)oc2c1 (configuration not stated)	?	i	-8.9%	-0.3%	5.7%	3.5%	-9.7%	2.6%	22.9%

An excerpt. The share of hits here may be higher or lower than overall.
